# CHRM4 PAM: positive allosteric modulators of human muscarinic M4 receptor; CHO-K1 hM4/Gqi5, Fluo-8 calcium fluorescence, ACh EC20; 0% = ACh EC20, 100% = maximal ACh; activation, % at 3 µM; 0.4% of 360,000 active; P08173;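 active = activation above its plate's cutoff, the mean activation of sample wells plus 3 SD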; also: some results filed as inactive read as strong as hits
# Target sequence (P08173 whole entry, looked up): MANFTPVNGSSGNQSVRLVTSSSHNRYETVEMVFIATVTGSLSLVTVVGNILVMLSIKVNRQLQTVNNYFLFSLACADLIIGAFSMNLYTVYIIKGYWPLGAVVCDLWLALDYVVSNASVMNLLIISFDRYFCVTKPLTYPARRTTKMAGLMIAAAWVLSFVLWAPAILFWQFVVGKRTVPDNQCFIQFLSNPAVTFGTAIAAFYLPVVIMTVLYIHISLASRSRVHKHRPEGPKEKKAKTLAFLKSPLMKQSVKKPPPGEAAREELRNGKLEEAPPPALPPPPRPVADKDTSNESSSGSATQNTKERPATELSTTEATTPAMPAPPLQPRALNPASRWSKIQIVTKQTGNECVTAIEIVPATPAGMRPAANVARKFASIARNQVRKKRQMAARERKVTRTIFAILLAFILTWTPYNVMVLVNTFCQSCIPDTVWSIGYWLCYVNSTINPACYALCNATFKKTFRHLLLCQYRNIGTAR
# GalR3 antagonist: antagonists of human GalR3. HEK293 GalR3-CNG cAMP membrane potential fluorescence; galR3 body fused to GalR1 C-terminus. inhibition, % at 3 µM. 0.44% of 360,000 active. AID 651719;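 active = inhibition above the screen-wide average plus 3 SD, cut at about 13% in these data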;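 also: forskolin and galanin both at EC90 stimulate the cells; cAMP rise reported by CNG channel membrane potential dye signal; 0% = forskolin plus galanin with DMSO and 100% = forskolin alone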
# Target sequence (O60755 1-299 limits assumed): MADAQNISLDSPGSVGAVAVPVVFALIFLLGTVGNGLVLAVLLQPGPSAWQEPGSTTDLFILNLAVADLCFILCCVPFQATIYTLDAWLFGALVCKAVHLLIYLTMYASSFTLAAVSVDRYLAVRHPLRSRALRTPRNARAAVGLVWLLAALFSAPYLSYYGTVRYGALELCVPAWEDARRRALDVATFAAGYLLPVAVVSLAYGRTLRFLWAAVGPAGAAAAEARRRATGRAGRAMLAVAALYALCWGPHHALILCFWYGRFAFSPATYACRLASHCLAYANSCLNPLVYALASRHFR
# PHOSPHO1 inh: PHOSPHO1 (human) inhibition; recombinant PHOSPHO1, absorbance phosphatase assay; inhibition, % at 13.3 µM; 1.1% of 290,000 active; Q8TCT1; in the data active = inhibition above about 60%
# Target sequence (Q8TCT1 whole entry, looked up): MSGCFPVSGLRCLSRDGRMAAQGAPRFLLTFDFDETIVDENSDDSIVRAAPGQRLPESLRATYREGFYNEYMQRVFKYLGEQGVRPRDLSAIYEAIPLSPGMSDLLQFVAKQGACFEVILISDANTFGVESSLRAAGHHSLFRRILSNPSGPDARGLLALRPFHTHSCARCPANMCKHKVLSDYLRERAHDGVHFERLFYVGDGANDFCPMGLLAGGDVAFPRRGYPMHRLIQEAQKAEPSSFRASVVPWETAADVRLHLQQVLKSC
# MEKK3 PB1 HTS: modulators (inhibitors or enhancers) of MEK5 binding to human MEKK3 PB1 domain. Q99759. bead-based flow cytometry, Alexa488-MEK5 binding to MEKK3; actives lie on both sides; 0 = blocked by unlabeled MEK5, 100 = vehicle. binding response (% of control), % at 10 µM. 1.4% of 290,000 active. AID 1529;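 active = binding response more than 3 SD above or below the average of its plate-row segment, actives on both sides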;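 also: Alexa488 bead fluorescence after subtracting the streptavidin-only scavenger bead signal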
# CRFBP-R2 block: blocks CRF-induced signaling of the CRF-BP/CRF-R2 complex; HEK293 CRF-R2/CRF-BP, CRF-induced calcium fluorescence; inhibition, % at 11.8 µM; 0.59% of 350,000 active;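 active = inhibition of the ligand-induced calcium signal above about 50% at the single tested concentration, limit read from the data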
# IDE inh: cellular human IDE inhibition | P14735 | HEK cells, FAbetaB cleavage, fluorescence polarization | inhibition, % at 5.59 µM | 0.41% of 320,000 active | AID 434962;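 active = percent inhibition above the average of all tested compounds plus 3 SD, set per screening campaign, cut at about 16% in these data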;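 also: IDE supplied by intact live HEK cells; FP after avidin binding of uncleaved biotin substrate so inhibition keeps polarization high; 0% = DMSO wells and 100% = 60 µM reference IDE inhibitor Ii1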
# CRFR2-BP ag: CRF-BP/CRF-R2 complex agonism | HEK293 CRF-R2/CRF-BP, calcium dye fluorescence (FLIPR); percent of saturating CRF peptide response | activation, % at 13.2 µM | 0.46% of 350,000 active;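 active = activation of at least 50%, plus an integration ratio under a set limit after plate pattern correction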;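 also: plate controls were neutral control wells without compound for no effect and CRF at EC100 for full effect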
# IDE cell activ: boosts human insulin-degrading enzyme activity in HEK cells; P14735; FAbeta-B cleavage, fluorescence polarization; 0% vehicle, 100% cell-free pure enzyme wells; activation, % at 5.96 µM; 0.073% of 340,000 active; AID 493087;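 active = activation above the mean of all tested compounds plus 3 SD, set per screening campaign, cut at about 17% in these data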
# pCIP destab: p/CIP protein destabilization. F442A p/CIP-EGFP cells, EGFP fluorescence, 16 h. decrease of EGFP signal, % at 10 µM. 0.01% of 290,000 active;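 active = EGFP signal decrease of at least 30% at 10 µM or well 3 SD below plate mean, unless failing retest; inactive = the rest, including hits failing retest or dose response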; also: some compounds called inactive have numbers as strong as hits; many of its hits are not listed in these tables
# * marks the source's active call; other numbers are inactive results; . = not tested or not shown. Outcome played no part in choosing rows (roughly 4.2% active in at least one column).
SMILES	CHRM4 PAM	GalR3 antagonist	PHOSPHO1 inh	MEKK3 PB1 HTS	CRFBP-R2 block	IDE inh	CRFR2-BP ag	IDE cell activ	pCIP destab
Cc1nc2nc[nH]n2c(=O)c1NC(=O)c1c(-c2ccccc2Cl)noc1C	9	4	-28	109	16	2	-2.0	4	-4
O=C(O)CC1c2ccccc2CCN1S(=O)(=O)c1ccccc1 (stereo unspecified)	-4	-2	.	.	13	3	0.4	.	.
Cc1cc(N2CCCC2=O)ccc1S(=O)(=O)N1CCOCC1	-6	-3	40	95	0	-1	-2.7	0	-6
NC(=O)c1ccc(NC(=O)Nc2ccc3c(c2)OCO3)cc1	4	-2	18	105	18	2	0.0	-1	6
Cc1ccc(CNC(=O)c2ccc(N(C)C)cc2)cc1	8	-4	43	103	-5	-1	-5.0	-6	-19
CCOc1ccc(-c2nnc3ccc(SC(C)C)nn23)cc1	1	3	48	101	-8	1	0.3	-1	-14
Clc1ccc(-c2nc(-c3ccncc3)no2)c(Cl)c1	-6	-2	.	.	-2	2	1.2	-3	.
COc1cc(S(=O)(=O)N2CCOCC2)ccc1NC(=O)COC(=O)c1ccc(Cl)nc1	8	-5	.	.	-4	1	-3.6	4	.
O=C(N/N=C/c1cc(Br)c(O)c(Br)c1)C1CC1	4	-6	36	103	-1	-5	0.0	0	-15
CCCCN(C)CCCNC(=O)CCn1nc(-c2ccccc2)ccc1=O	0	0	-7	.	-3	-1	1.0	1	-19
COc1ccc(NC(=S)N2CCN(c3ccccn3)CC2)cc1	10	-1	-22	122	5	0	0.4	-1	-2
CCC(C)N1CCN(S(=O)(=O)c2ccc(NC(C)=O)cc2)CC1 (stereo unspecified)	3	-4	43	102	0	-7	-1.6	2	-4
Cc1ccc(S(=O)(=O)Cc2ccc(C(=O)NCCCN3CCN(C)CC3)o2)cc1	-1	-6	16	98	11	2	-0.4	0	-16
COc1ccc(NC(=O)C2CCCN(S(=O)(=O)c3cccnc3)C2)cc1OC (stereo unspecified)	0	-6	33	102	12	-5	-0.4	5	8
O=C1c2ccccc2C(=O)N1C1C(=O)N2CCSC12C(=O)OCc1ccccc1 (stereo unspecified)	2	-3	.	.	-11	.	-3.7	3	.
COc1ccc(S(=O)(=O)NCCN2CCOCC2)c(C)c1C	4	-5	45	96	-12	-4	1.4	1	-6
CCOc1cc(NC(=O)Nc2ccccc2)c(OCC)cc1NC(=O)CC	-2	-8	30	90	14	.	-0.6	1	-3
CSCCC1NC(=O)N(CC(=O)Nc2ccc(Br)cc2Br)C1=O (stereo unspecified)	5	8	38	101	1	0	-1.1	-1	-4
COc1ccccc1Nc1nc2ccc(C)cc2n2cnnc12	-5	-7	26	96	13	6	4.5	2	-8
CC(=O)Nc1c(C)nn(-c2ccc([N+](=O)[O-])cc2)c1C	-3	-1	-8	101	-1	3	-1.5	4	-9
Cc1cccc(N(Cc2ccccc2)C(=O)CN2C(=O)NC3(CCCC3)C2=O)c1	8	-2	.	.	-2	-1	0.3	8	.
CC(=O)c1cccc(NC(=O)N2CCc3ccccc3C2)c1	-7	-4	-25	101	-25	3	5.5	5	-3
CCOC(=O)c1[nH]c2ccc(OC)cc2c1NS(=O)(=O)c1ccc(Cl)s1	-8	103*	5	104	-21	2	1.1	-2	5
O=C(c1cnc(-c2ccccc2)s1)c1ccc(Cl)cc1Cl	-2	-3	28	100	-20	7	3.0	3	-4
O=C(O)CNC(=O)CC1S/C(=N/N=C2\CSC(=O)N2)NC1=O (stereo unspecified)	-2	-7	9	103	-7	-3	1.0	-1	-7
Cc1ccc2c(Cl)c(C(=O)NCC(c3ccco3)N3CCCC3)sc2c1 (stereo unspecified)	-6	-8	49	98	-7	-7	0.7	2	-10
O=C1C(=O)N(CCN2CCOCC2)C(c2ccncc2)/C1=C(/O)c1ccc2c(c1)OCO2 (stereo unspecified)	4	-4	-13	107	-2	-3	5.0	5	-1
CCc1cc(CN2CCOCC2)c(NC(=O)c2ccccc2)s1	3	-1	20	93	-5	2	-6.7	4	-5
CCOc1ccc(NC(=O)CN2CCCC2c2cccs2)cc1S(=O)(=O)N1CCCCC1 (stereo unspecified)	-3	-9	.	.	0	0	3.0	-5	.
Cc1cccc(N2C(=O)C3CCCN3C2=S)c1 (stereo unspecified)	0	-8	24	101	9	2	-1.2	6	7
Cc1ccccc1C(=O)N1CCC(C(=O)Nc2ccc(S(=O)(=O)N3CCCCC3)cc2)CC1	1	1	-26	104	-1	-3	-0.2	0	5
CC(C)CCNC(=O)NC(=O)COC(=O)/C=C/c1cc(Br)ccc1F	-2	.	18	96	19	0	-2.9	7	1
Cc1sc(N2C(=O)C3C4C=CC(C4)C3C2=O)c(C#N)c1C (stereo unspecified)	9	-3	-8	105	-1	0	-0.6	9	-4
CCOc1ccc(OCC(=O)OCc2csc(CC(=O)Nc3ccccc3C)n2)cc1	-7	-2	.	.	-5	4	2.8	2	.
COc1c(O)ccc(/C=N\NC(=O)c2ccc3c(c2)OCO3)c1[N+](=O)[O-]	1	-8	.	103	8	-6	-1.4	0	-22
O=C(c1cccs1)C1C(c2ccc(Br)cc2)NC(=S)NC1(O)C(F)(F)F (stereo unspecified)	-39	6	-4	103	-13	5	-0.2	1	1
O=C(NNC(=O)c1cccc2ccccc12)c1ccco1	-6	-2	18	104	1	-3	3.2	1	0
O=S(=O)(NC1=NCCCCCC1)c1cccs1	3	0	-1	101	-11	-4	0.3	3	6
Cc1cc(NC(=O)Nc2cc(C)nn2-c2ccccc2)n(-c2ccccc2)n1	0	5	-7	103	10	-2	0.5	7	5
NC(N)=NCCCc1cn(CC(=O)N2CCNCC2)nn1	7	-5	39	85	4	-1	-1.1	7	2
CCCCc1nc2cc(C(=O)N3CCN(c4cnccn4)CC3)ccc2o1	0	-7	15	95	-2	5	0.8	7	3
C1CNC(C23CC4CC(CC(C4)C2)C3)=N1	-7	-5	-23	113	-10	-4	-0.2	4	-2
CCOC(=O)c1c(-c2ccc(C)s2)csc1NC(=O)c1cccs1	4	-1	3	95	-1	9	6.5	4	-6
COc1ccc2c(c1)c1ncn(CCc3ccccc3)c(=O)c1n2C	2	-5	17	100	-20	8	-4.9	-1	-35
CCN(CC)C(=O)c1ccc(S(=O)(=O)c2ccccc2)cc1	-3	-6	17	102	20	3	0.5	2	-8

# Sorted by value in MEKK3 PB1 HTS (lowest first): three from the list above.
mol	MEKK3 PB1 HTS
O=S(=O)(NC1=NCCCCCC1)c1cccs1	101
COc1c(O)ccc(/C=N\NC(=O)c2ccc3c(c2)OCO3)c1[N+](=O)[O-]	103
COc1ccc(NC(=S)N2CCN(c3ccccn3)CC2)cc1	122

# (listing goes on)
SMILES	CHRM4 PAM	GalR3 antagonist	PHOSPHO1 inh	MEKK3 PB1 HTS	CRFBP-R2 block	IDE inh	CRFR2-BP ag	IDE cell activ	pCIP destab
CCc1ccccc1NC(=O)COC(=O)c1cccs1	6	-9	31	105	0	0	-0.4	3	-9
Cc1ccc(C(=O)N2CCN(Cc3nc4sc5c(c4c(=O)[nH]3)CCCC5)CC2)cc1	-5	2	27	101	-36	-1	-0.6	2	-14
O=c1[nH]c(-c2ccc(F)cc2)nc2c1sc(=S)n2-c1ccccc1	-2	-4	-7	103	38	3	1.4	2	-11
N#Cc1c(-c2ccco2)ccn(Cc2cccc(F)c2)c1=O	-2	-3	16	120	4	3	-0.6	3	-16
C=C1CSc2nc(=O)c3c4c(sc3n21)CCCC4	6	0	-1	102	-28	-1	-0.6	2	-8
O=S(=O)(O)c1nc2ccccc2[nH]1	12	5	-4	96	15	7	0.5	-4	11
Cc1c(C(=O)c2no[n+]([O-])c2C(=O)c2cnn(C)c2C)cnn1C	-8	-3	5	102	-10	11	5.5	-6	-12
COc1ccc(NC(=O)c2ccc(-n3c(C)ccc3C)cc2)c(OC)c1	-5	-6	20	96	-5	2	-0.8	3	13
O=C(CCCOc1ccc(Cl)cc1Cl)NCCCO	10	0	-25	110	9	1	-0.9	1	-5
Cc1ccccc1-c1nnn(CC(=O)N2CCN(S(=O)(=O)c3ccc(Cl)cc3)CC2)n1	-2	-3	7	103	1	-1	0.3	0	-12
COc1ccc(C)cc1NC(=O)c1cc2c(s1)CCC2	2	-1	-12	99	-5	4	-1.9	5	2
CCCCOc1ccc(C(=O)NCC(=O)N2CCN(C/C=C/c3ccccc3)CC2)cc1	-11	-8	.	.	2	.	-1.7	.	.
C=C(C)CNC(=S)NNC(=O)CCn1c2ccc(Cl)cc2c2cc(Cl)ccc21	5	-2	-1	99	-24	-7	-0.4	8	-2
Cc1ccccc1OCCC(=O)N(CC(=O)Nc1ccccc1C(F)(F)F)Cc1ccco1	4	-6	.	.	10	-3	1.3	3	.
CC(=O)c1ccc(CC2SC(N)=NC2=O)cc1 (stereo unspecified)	-1	-8	14	100	5	-6	-0.1	1	-4
COc1ccc(-c2coc3cc(O)ccc3c2=O)cc1	1	.	.	105	4	5	2.1	3	.
O=C(c1cc(Br)ccc1O)N1CCN(S(=O)(=O)Cc2ccccc2)CC1	0	-4	.	.	-9	1	0.6	1	.
CN(C(=O)C1CCOC1)c1nnc(-c2cnccn2)s1 (stereo unspecified)	2	-3	7	105	-9	-3	-2.5	-2	-32
CN(CC(=O)Nc1cccc(F)c1)CC(=O)N1CCc2ccccc21	4	0	.	.	0	-4	-0.1	2	.
CC(=O)n1cc([C@H]2C=C(C(=O)N3CCN(Cc4ccccc4)CC3)O[C@@H](OCCCCO)C2)c2ccccc21	1	.	1	87	0	4	-1.4	2	-13
O=C(COC(=O)Cc1ccc(F)cc1)NCc1ccco1	0	1	-29	95	8	-3	-1.7	-4	29
O=C(COC(=O)CCCNC(=O)c1ccc(Cl)cc1)NCc1ccccc1Cl	6	-2	6	.	-7	6	1.7	-5	-10
Cc1ccc(-n2nnnc2SCC(=O)Nc2cccnc2Cl)cc1	-9	1	-8	97	53*	3	9.9	-3	-3
Cc1ccccc1C(=O)NNC(=S)NC(=O)COc1ccccc1	1	-1	97*	103	11	2	129*	-4	-8
CCN(CC(=O)NCc1cccs1)C(=O)c1ccc(S(=O)(=O)N(C)C)cc1	4	-1	24	103	16	0	-0.7	-2	-9
CCN(CC)c1ccc(/C=N/NC(=S)NCc2ccccc2)c(O)c1	2	13*	-9	102	16	-5	-2.5	11	-5
COc1cc(OC)cc(C(=O)NCc2n[nH]c(=S)n2-c2ccccc2OC)c1	12	5	16	106	2	2	-0.6	-4	-7
Cc1ccc(S(=O)(=O)c2cc(N3CCOCC3)nc(-c3ccccc3)n2)cc1	4	0	12	.	-8	3	2.5	1	-8
CCN(CC)C(=O)C(C)N1c2cccc3cccc(c23)S1(=O)=O (stereo unspecified)	-1	-1	.	.	3	.	-0.4	.	.
COc1ccc([N+](=O)[O-])cc1NC(=O)Cc1ccc(C)cc1	1	3	-4	100	18	-3	-2.9	2	-1
NS(=O)(=O)c1ccc(CCNCc2cccs2)cc1	-6	-10	50	108	-3	-4	-1.8	-1	-2
O=C(CSc1nc2[nH]ncc2c(=O)[nH]1)Nc1ccccc1C(F)(F)F	2	-5	.	.	-4	2	-1.0	1	.
COc1ccc(CCN2CC(C(=O)NCCc3cccnc3)CCC2=O)cc1 (stereo unspecified)	4	-1	42	97	-4	.	-1.1	-3	-9
